# Compound activity: PubChem, several laboratories
# E coli Lon inh: inhibits E. coli Lon protease. purified E. coli Lon protease, fluorescence polarization. hit rate 0.42% among 360,000. AID 602123. inhibition, % at 7.94 µM. P0A9M0; in the data active means inhibition above about 13%, passing the limit was not always enough;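 further: 0% = enzyme with probe and DMSO and 100% = no enzyme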
# Target sequence (P0A9M0 whole entry, looked up): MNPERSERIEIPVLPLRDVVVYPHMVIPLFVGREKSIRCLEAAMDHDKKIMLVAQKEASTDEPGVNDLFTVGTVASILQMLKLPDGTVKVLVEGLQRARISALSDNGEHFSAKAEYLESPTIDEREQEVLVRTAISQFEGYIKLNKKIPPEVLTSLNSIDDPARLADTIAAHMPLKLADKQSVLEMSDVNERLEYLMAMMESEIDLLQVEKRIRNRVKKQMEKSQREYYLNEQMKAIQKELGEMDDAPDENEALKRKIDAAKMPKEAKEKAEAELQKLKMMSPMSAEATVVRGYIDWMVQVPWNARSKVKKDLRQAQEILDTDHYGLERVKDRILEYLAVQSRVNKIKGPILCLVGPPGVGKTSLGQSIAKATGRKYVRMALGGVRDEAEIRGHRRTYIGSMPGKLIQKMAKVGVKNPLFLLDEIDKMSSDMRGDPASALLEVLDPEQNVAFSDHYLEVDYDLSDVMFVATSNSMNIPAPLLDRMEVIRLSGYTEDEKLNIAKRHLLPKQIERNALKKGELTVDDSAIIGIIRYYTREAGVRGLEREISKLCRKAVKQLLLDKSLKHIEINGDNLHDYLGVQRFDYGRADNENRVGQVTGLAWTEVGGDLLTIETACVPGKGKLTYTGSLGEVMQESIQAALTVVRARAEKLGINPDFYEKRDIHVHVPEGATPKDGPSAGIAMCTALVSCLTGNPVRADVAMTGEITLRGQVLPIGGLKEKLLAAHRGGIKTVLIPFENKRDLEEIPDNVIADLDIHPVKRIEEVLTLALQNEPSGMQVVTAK
# bovine MsrA act: activators of bovine methionine sulfoxide reductase A | purified bovine MsrA, absorbance read-out | activation, % at 10.6 µM | hit rate 0.3% among 360,000; in the data active means activation above about 7.5%;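 further: 0% = vehicle and 100% = reference activator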
# MsrA inhibitor: inhibitors of bovine MsrA | inhibition, % at 15.5 µM | purified bovine MsrA, absorbance read-out | AID 651718 | hit rate 0.75% among 360,000; in the data active means inhibition above about 4.5%;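 further: 0% = vehicle wells with enzyme and 100% = reference inhibitor wells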
# MT1-MMP act inh: MT1-MMP (human) activation inhibition | GFP/RFP ratio change, % at 20 µM | hit rate 0.061% among 360,000 | HT1080 RFP-PRO-GFP cells, GFP/RFP ratio fluorescence, overnight; percent of plate control window, DMSO zero | P50281;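 active means GFP/RFP ratio change of at least 30% with cell ATP level not reduced by more than half and red fluorescence within 50% of control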; further: strong numbers were not always called active
#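 Assay system: HT1080 RFP-PRO-GFP cells. Benchmarks: DMSO vehicle wells and RFP-L50D-GFP reporter cell wells. Times: overnight cell settling, then overnight compound exposure, 37 °C, 5% CO2. Compound: 20 µM single dose, 1% DMSO. Read-out basis: GFP/RFP fluorescence ratio.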
# CendR NRP1 mod: alters CendR peptide binding to human NRP-1 | hit rate 0.85% among 360,000 | inhibition, % at 25 µM | FAM-RPARPAR peptide binding to NRP-1, fluorescence polarization | O14786 | AID 602438;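 active means inhibition or corrected inhibition above about 18%, plus a signal ratio from 0.5 to 1.5, limit read from the data, passing the limit was not always enough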; further: strong numbers were not always called active
# Neddylation inh: blocks human cullin neddylation. P61081+Q13564. TR-FRET cullin neddylation, biochemical. calls only at 25 µM. hit rate 0.58% among 360,000. AID 651699; in the data active means inhibition above about 36%
# Rin1 Abl inh: human Rin1-Abl interaction inhibition; TR-FRET Rin1/Abl binding, biochemical; inhibition, % at 7.35 µM; hit rate 0.4% among 360,000; AID 588664; in the data active means inhibition above about 5%, passing the limit was not always enough
# FAS TE block: inhibitors of human fatty acid synthase thioesterase domain. AID 602261. hit rate 0.67% among 360,000. P49327. inhibition, % at 15 µM. recombinant FAS-TE, OMFH fluorogenic substrate, fluorescence endpoint;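 active means compounds whose normalised, plate-corrected inhibition of enzyme fluorescence in the single-dose primary screen is 50% or more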;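 further: 0% = DMSO with enzyme and 100% = substrate without enzyme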
# SKN-1 block: C. elegans SKN-1 inhibition | C. elegans VP596 Pgst-4::GFP/RFP ratio, acrylamide-induced, 24 h | inhibition, % at 21.8 µM | hit rate 0.49% among 360,000;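 active means interference check ratio from 0.5 to 1.5 plus GFP to RFP signal ratio inhibition reaching or exceeding a fixed threshold, cut at about 30% in these data, passing the limit was not always enough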; further: some compounds called inactive have numbers as strong as hits
# Active calls of the source: *; i = inactive; . = no result given; + = active, no number.
smiles,E coli Lon inh,bovine MsrA act,MsrA inhibitor,MT1-MMP act inh,CendR NRP1 mod,Neddylation inh,Rin1 Abl inh,FAS TE block,SKN-1 block
Cc1cccc(C)c1NC(=O)COC(=O)C1Cc2ccccc2CN1C(=O)c1ccccc1 (configuration not stated),2,-1,-0.5,-4,8,i,0,6,3
O=C1CCCC2=C1Sc1ccc(Cl)cc1N2,18,-5,-0.4,-25,138,i,-10,-5,-6
O=C1OCC2=C1C(c1ccccc1)CC(=O)N2c1cccc(F)c1 (configuration not stated),8,0,0.5,-5,3,i,-2,-4,-2
COc1cc(C(=O)Nc2ccc3c(c2)OCCO3)c(-n2cnnn2)cc1OC,1,-2,0.2,4,-7,i,-2,-4,7
COc1ccccc1NC(=O)CN(c1ccccc1)S(=O)(=O)c1ccccc1,9,-13,-1.2,.,6,i,1,19,-18
N#C/C(=N\Nc1ccc(Cl)cc1)C(=O)c1ccccc1,-1,-15,4.1,7,-13,i,-3,2,-40
CCN(CC)c1ccc(/C=N/NC(=O)c2cccc(S(=O)(=O)Nc3ccccc3OC)c2)c(O)c1,-53,-7,2.5,-3,-31,.,2,21,1
Cc1cccc(C)c1NC(=S)/C(=C(\[O-])c1cccs1)[n+]1ccccc1,-2,-4,0.3,2,-8,i,-4,-10,1
CN(CCOc1ccccc1)C(=O)c1cc(-c2ccco2)nc2ccccc12,10,0,1.6,-8,-24,i,3,5,-19
c1ccc(Cn2ncc3c(NCc4ccco4)ncnc32)cc1,-6,-3,1.1,-1,-15,i,5,1,16
CCOc1ccc(S(=O)(=O)N2CCCCC2)cc1NS(=O)(=O)c1cccs1,-6,5,-0.6,2,-8,i,2,-2,-3
Cn1ccnc1/C(=N\NC(=O)c1ccc(O)cc1)c1cccc([N+](=O)[O-])c1,-8,-3,1.3,3,-5,i,-4,-5,2
O=C(Nc1ccccc1)c1sc2cc(C(F)(F)F)cnc2c1-c1cccs1,3,-5,0.6,1,-4,i,-2,23,20
CC(=O)Nc1c2c(nn1-c1ccc(C)cc1)CSC2,11,-12,-1.1,-2,-6,i,-1,-8,-19
Cc1ccc(NCc2nc3ccccc3n2C)c(C)c1,20,-2,-0.8,-1,-3,i,1,14,-17
Cc1c(NC(=S)N/N=C/c2cc([N+](=O)[O-])ccc2O)c(=O)n(-c2ccccc2)n1C,12,-6,2.5,1,16,i,-2,35,3
O=C(C[C@@H]1C/C=C\CC[C@H](Cc2ccc(F)cc2)C(=O)OC[C@@H](Cc2ccccc2)NC1=O)NCCO,4,0,2.8,-2,-4,i,3,-4,10
CN(c1ccc(C(=O)Nc2ccc(Cl)cn2)cc1)S(=O)(=O)c1ccccc1,-8,-6,-0.4,0,-2,i,0,12,12
CCN1CCN(c2c(Cl)cccc2NC(=O)c2cc3ccccc3o2)CC1,-3,-5,0.5,-1,-4,i,3,15,15
CC(=O)OCC1OC(OC(C)=O)C(NC(=O)c2cccnc2)C(OC(C)=O)C1OC(C)=O (configuration not stated),-8,-2,0.1,-10,12,i,-2,-15,3
O=C(COC(=O)c1cccc2ccccc12)NCCCc1ccccc1,-6,-3,0.0,3,4,i,2,19,7
CCOc1ccccc1NC(=O)c1ccc(S(=O)(=O)N(C)C)cc1,-6,-12,0.7,4,-6,i,-4,0,-21
O=C(O)C1C2C=CC(C2)C1C(=O)Nc1ccc(C(=O)N2CCCCC2)cc1 (configuration not stated),-5,-5,-0.9,6,10,i,-1,-9,8
Cc1c(NCc2ccccc2O)c(=O)n(-c2ccccc2)n1C,0,1,1.0,-3,-5,i,-2,-1,1
COC(=O)[C@@]12C[C@@H](CC(=O)NCc3ccccc3)C(=O)N(Cc3cccc4ccccc34)C1=CCC(C)(C)C2,.,.,0.0,-12,-4,i,.,.,8
O=C(CNC(=O)c1ccco1)N/N=C/c1ccc(O)c([N+](=O)[O-])c1,-4,-10,3.7,3,0,i,-8,-10,8
CCC[C@@H](NS(=O)(=O)c1ccc(C)cc1)C(=O)Oc1ccc2c3c(c(=O)oc2c1)CCC3,-9,-6,1.8,2,-1,.,0,43,4
COc1ccc(OC)c(N/C(=N/C(=S)Nc2ccccc2)Nc2nc(C)cc(C)n2)c1,-10,-2,-0.5,5,2,i,-3,4,-9
CCOC(=O)Cn1nc(-c2ccc(C)cc2)c2ccccc2c1=O,2,-5,2.0,6,-7,i,-1,5,-2
O=C(Nc1ccccc1Cl)c1cccc(NC(=O)C2CCCC2)c1,-4,-3,0.4,-3,4,i,-3,1,15
C=CCSc1nnc(Cc2c(C)[nH]c3ccccc23)o1,0,2,-0.4,-1,-12,i,-2,-1,22
CC(C)C(NC(=S)NCc1ccccc1)C(=O)O (configuration not stated),-5,-1,1.7,2,0,i,0,-9,8
CCn1nc(C)c(NC(=O)/C=C/c2cnn(C)c2C)c1C,4,5,-0.2,5,-2,i,-1,-8,-8
CCc1nn(CC(=O)NCCN2CCN(C)CC2)c(=O)c2cc3c(OC)cccc3n12,-6,-3,0.6,5,6,.,-5,-2,4
CC(C)(C)N(Cc1ccccc1)C(=O)COC(=O)C1=NN(c2ccccc2)C(=O)CC1,-8,0,-0.4,1,-13,i,-1,0,0
CC(C)CN(C(=O)COc1ccc2ccc(=O)oc2c1)C1CCS(=O)(=O)C1 (configuration not stated),-10,-4,1.8,-3,8,i,4,3,17
Cc1ccc(N(Cc2ccc([N+](=O)[O-])cc2)C(=O)c2ccco2)cc1C,-10,-1,-0.2,3,-1,i,-2,11,4
Cc1nn(Cc2ccc([N+](=O)[O-])cc2)c(=O)n1-c1cccc(F)c1,-1,-11,-1.3,-3,6,i,5,27,2
O=C1CC[C@@H](C(=O)N2CSC[C@H]2C(=O)O)N1,-5,-2,-0.2,-1,-1,i,-2,0,-1
CCCn1nc(NC(=O)COC)c2cc3cc(C)ccc3nc21,-3,-8,.,2,1,.,-1,-5,2
COc1ccccc1C(=O)NCCC(=O)NCc1cccs1,-17,2,0.7,-3,1,i,1,-8,0
COc1ccc(/C=N\NC(=O)c2cc3c(ccc4ccccc43)o2)cc1O,-23,-2,1.1,-9,-6,+,-5,6,0
CCCCS(=O)CC(COCc1ccccc1)OC(=O)CSc1nc(C)cc(C)n1 (configuration not stated),1,2,1.3,-6,4,i,-2,-2,15
N#Cc1cc(O)c(-n2nnc3ccccc32)cc1C#N,-3,-2,0.8,0,6,+,1,4,-11
C/[N+]([O-])=C\C1C(=O)CCCC1=O,0,-2,0.7,-2,-2,i,0,-4,-3
CC(C)(C)C(=O)NC(=S)Nc1cc(C(F)(F)F)ccc1N1CCOCC1,0,1,-0.1,-21,6,i,-2,23,-5
O=C(CN1CCN(S(=O)(=O)c2ccc3c(c2)OCCO3)CC1)Nc1cccc(F)c1,-7,-3,-2.1,-4,6,i,-2,8,7
CCC1SC(CC)C(=O)N(CC(=O)Nc2ccc3c(c2)OCO3)C1=O (configuration not stated),-2,-6,2.5,2,3,i,-2,4,-10
CC(Oc1cccc(Cl)c1)C(=O)Nc1cc(=O)n(C)c(=O)n1C (configuration not stated),-4,-1,-1.0,1,4,i,4,-4,-15
CC1CCCN(S(=O)(=O)c2ccc(C(=O)Nc3nnc(-c4ccccc4Cl)o3)cc2)C1 (configuration not stated),-13,-1,-0.2,0,3,i,3,9,1
COc1cc(CNc2nc3c(C)cc(C)cc3s2)ccc1O,4,-2,-0.6,-2,-8,i,1,9,0
CN1CCC(N2CCN(C3CN(Cc4ccc(F)cc4)S(=O)(=O)C3)CC2)CC1 (configuration not stated),8,-2,1.7,2,11,i,5,-7,3
Cc1cc(=O)n2nc(N3CCCC(C(=O)NCc4ccco4)C3)sc2n1 (configuration not stated),5,0,-0.1,6,0,i,1,-9,0
COc1ccc(N2CCN(C(=O)CCCC(=O)c3ccccc3)CC2)cc1,-1,-1,-0.2,1,-8,i,4,0,3
Cc1cc(C)nc(NC(=O)CSc2nn(C)c(=S)s2)n1,-7,-3,2.5,2,10,i,0,-8,-3
Cc1ccc(Cl)cc1NC(=O)C1CCCN(S(C)(=O)=O)C1 (configuration not stated),-7,-3,0.1,-2,-12,i,2,-3,2

# 4 records picked at random from the list so far, as already listed:
smiles,E coli Lon inh,bovine MsrA act,MsrA inhibitor,MT1-MMP act inh,CendR NRP1 mod,Neddylation inh,Rin1 Abl inh,FAS TE block,SKN-1 block
CC(Oc1cccc(Cl)c1)C(=O)Nc1cc(=O)n(C)c(=O)n1C (configuration not stated),-4,-1,-1.0,1,4,i,4,-4,-15
COc1cc(CNc2nc3c(C)cc(C)cc3s2)ccc1O,4,-2,-0.6,-2,-8,i,1,9,0
CC1CCCN(S(=O)(=O)c2ccc(C(=O)Nc3nnc(-c4ccccc4Cl)o3)cc2)C1 (configuration not stated),-13,-1,-0.2,0,3,i,3,9,1
CN1CCC(N2CCN(C3CN(Cc4ccc(F)cc4)S(=O)(=O)C3)CC2)CC1 (configuration not stated),8,-2,1.7,2,11,i,5,-7,3

# Other structures
smiles,E coli Lon inh,bovine MsrA act,MsrA inhibitor,MT1-MMP act inh,CendR NRP1 mod,Neddylation inh,Rin1 Abl inh,FAS TE block,SKN-1 block
Cn1c(=O)c2nc3ccccc3nc2n(C)c1=O,8,-4,2.5,1,9,i,-4,-6,4
O=C(c1ccco1)N1CCN(C2CN(Cc3ccc(F)cc3)S(=O)(=O)C2)CC1 (configuration not stated),2,-5,1.4,6,2,i,5,-3,-1
O=C(NCCCNC(=O)c1cccnc1)c1ccc(Cl)cc1,7,-1,-0.1,4,2,i,2,-6,12
CCC(=O)Nc1ccc(NC(=O)c2ccc3c(c2)OCO3)cc1,-16,-5,-1.0,-1,-7,i,0,0,-16
COc1ccc(OC)c(S(=O)(=O)NCCS(=O)(=O)N2CCN(c3ccccc3)CC2)c1,15,-3,-0.9,8,0,i,-1,1,1
CCOC(=O)c1cccc(NC2c3ccccc3C(=O)N2Cc2ccco2)c1 (configuration not stated),2,-5,0.5,10,6,i,0,6,-1
O=C(CSc1nnc(CNc2ccc(F)cc2)n1-c1ccccc1)N1CCOCC1,7,0,0.9,1,4,i,1,-3,18
c1ccc(-n2nnc3cnccc32)cc1,1,-3,1.7,-2,-4,i,0,-8,-1
Cc1ccc(SCCC(=O)NCC2CCCO2)cc1 (configuration not stated),6,-2,0.9,0,6,i,-4,0,7
COCCNC(=O)C1(C)CCN(Cc2csc(-c3ccc(Cl)cc3)n2)C1 (configuration not stated),1,-3,-1.0,0,19,i,-2,-5,19
COc1ccc(/C=N/n2c(C)nc3ccccc3c2=O)cc1,-1,-3,0.1,1,2,i,2,-2,15
COc1ccc(N2CCCC2=O)cc1S(=O)(=O)N1CCOCC1,-5,-1,0.1,2,-2,i,-2,-12,17
COCCNc1nnc(SCC(=O)NC(=O)c2ccccc2OC)s1,-8,-4,-1.0,2,1,i,0,-6,2
CCN(CCCNC(=O)CNC(=O)c1nn(-c2ccc(OC)c(OC)c2)c(=O)c2ccccc12)c1ccccc1,2,0,-1.3,0,-13,i,1,6,8
Cc1nc(-c2ccccc2)sc1C(=O)O,3,-5,-0.1,-3,1,i,-1,-1,5
COc1ccc(NC(=O)CN2CCN(c3c(C)cc(C)cc3C)CC2)cc1,-5,-4,0.3,0,37*,i,-2,26,3
CSc1nc(/C=C2\C=Nc3ccccc32)c(O)n1C,-22,-1,0.0,11,-6,i,-5,-10,-1
O=C(NNC1=NS(=O)(=O)c2ccccc21)c1ccc([N+](=O)[O-])cc1,-7,-9,2.3,3,7,i,2,23,3
COC(=O)c1sccc1NC(=O)Nc1ccc(OC)c(OC)c1,-1,-2,-0.6,-4,-19,i,-2,-6,5
O=C(CCC1CCCCC1)NCCN1CCOCC1,-2,-12,-0.1,-1,-3,i,-4,-6,-2
